Source: PubChem BioAssay (several laboratories)
TPT1 inh: C. albicans TPT1 enzyme inhibition; AID 1962; inhibition, % at 5 µM; hit rate 0.81% among 300,000; recombinant caTPT1, FP RNA substrate dephosphorylation;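 active = inhibition above the mean of all tested compounds plus 3 SD, set per screening campaign, cut at about 24% in these data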;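 note: plate controls were DMSO alone for no effect and ferristatin control at 100 nM for full effect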
EBNA-1 inh: blocks EBNA-1 binding to DNA | hit rate 0.34% among 300,000 | inhibition, % at 14.8 µM | EBNA-1 DNA binding, fluorescence polarization; in the data active = inhibition above about 28%
PP5 primary: blocks human protein phosphatase 5 activity; P53041; purified PP5c, OMFP substrate fluorescence; inhibition, % at 6.7 µM; hit rate 0.18% among 320,000;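 active = inhibition above the campaign's mean inhibition across all tested compounds plus 3 SD, cut at about 9.5% in these data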;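 note: 0% = DMSO only and 100% = 100 µM cantharidin control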
Target sequence (P53041 whole entry, looked up): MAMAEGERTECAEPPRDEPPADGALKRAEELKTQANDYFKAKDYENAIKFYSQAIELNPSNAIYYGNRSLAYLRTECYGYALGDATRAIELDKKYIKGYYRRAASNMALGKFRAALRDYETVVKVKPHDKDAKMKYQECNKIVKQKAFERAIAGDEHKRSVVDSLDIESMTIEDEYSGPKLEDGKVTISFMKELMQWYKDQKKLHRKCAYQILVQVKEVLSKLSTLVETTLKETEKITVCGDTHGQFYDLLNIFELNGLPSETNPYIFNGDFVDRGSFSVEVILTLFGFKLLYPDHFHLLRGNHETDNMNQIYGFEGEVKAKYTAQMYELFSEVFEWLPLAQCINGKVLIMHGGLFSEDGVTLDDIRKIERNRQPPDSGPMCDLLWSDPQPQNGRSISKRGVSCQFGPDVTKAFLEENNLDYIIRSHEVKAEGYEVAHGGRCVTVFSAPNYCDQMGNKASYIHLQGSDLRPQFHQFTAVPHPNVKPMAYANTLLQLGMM
GASC-1 inh: inhibitors of human GASC-1 (JMJD2C) demethylase. Q9H3R0. hit rate 0.069% among 330,000. AID 2099. GST-JMJD2C(1-420) H3K9me3 demethylation, DELFIA europium. inhibition, % at 2.35 µM;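 active = more than half of a compound's replicate wells show inhibition beyond 50%, single wells judged on their own value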;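 note: signal counts dimethyl H3K9 product captured on neutravidin plate; 0% = median of DMSO wells and 100% = 0.3 times that DMSO median; strong numbers were not always called active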
HCV core dimer: HCV core protein dimerization inhibition; TR-FRET GST/Flag-core106 dimerization, 1536-well; inhibition, % at 5 µM; hit rate 0.33% among 300,000; AID 1899;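 active = inhibition above the mean of all tested compounds plus 3 SD, set per screening campaign, cut at about 45% in these data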
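Assay system: GST-tagged and Flag-tagged HCV core protein residues 1-106 / Times: compound-protein-antibody incubation 4 h at 22.5 °C / Signal: time-resolved FRET, ex 340 nm, em 617 and 671 nm / Evaluation: % inhibition based on acceptor/donor emission ratio / Benchmarks: wells lacking GST-core106 and wells with excess unlabelled core106 / Repeats: singlicate, one well per compound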
PP1 inh: blocks human PP1-alpha phosphatase, a PP5 counter-screen; AID 2235; hit rate 0.9% among 320,000; inhibition, % at 6.7 µM; P62136; purified PP1alpha, OMFP fluorescence;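 active = inhibition above the mean inhibition of all tested compounds plus 3 SD, computed separately for each screening campaign, cut at about 15% in these data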
Target sequence (P62136 whole entry, looked up): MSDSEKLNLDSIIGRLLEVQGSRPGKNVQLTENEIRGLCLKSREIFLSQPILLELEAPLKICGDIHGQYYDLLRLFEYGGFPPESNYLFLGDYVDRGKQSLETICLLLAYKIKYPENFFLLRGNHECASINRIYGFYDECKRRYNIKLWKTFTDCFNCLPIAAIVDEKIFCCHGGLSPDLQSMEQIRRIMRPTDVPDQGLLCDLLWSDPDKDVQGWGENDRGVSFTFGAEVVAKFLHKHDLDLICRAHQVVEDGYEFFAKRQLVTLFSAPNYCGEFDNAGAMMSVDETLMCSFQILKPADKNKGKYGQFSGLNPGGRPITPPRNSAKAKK
ZTA DNA inh: ZTA (EBV) inhibition in EBNA-1 counter-screen. P03206. ZTA-DNA binding, fluorescence polarization. inhibition, % at 11 µM. hit rate 0.15% among 320,000; in the data active = inhibition above about 33%
Target sequence (P03206 whole entry, looked up): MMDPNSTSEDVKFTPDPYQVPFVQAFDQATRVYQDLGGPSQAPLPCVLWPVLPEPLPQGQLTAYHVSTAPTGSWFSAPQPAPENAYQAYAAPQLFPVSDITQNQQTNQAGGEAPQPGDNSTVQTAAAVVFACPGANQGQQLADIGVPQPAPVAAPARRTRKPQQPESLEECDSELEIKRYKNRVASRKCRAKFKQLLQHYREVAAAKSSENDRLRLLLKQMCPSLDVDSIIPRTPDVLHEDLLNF
CR mimetic SO: caloric restriction mimetics inhibiting age-related superoxide in yeast; S. cerevisiae aged cells, superoxide DHE fluorescence; active compounds read low; superoxide response (% of plate mean), % at 10 µM; hit rate 0.18% among 330,000; AID 2690;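 active = superoxide response under a set limit, about three screen SD below normal, cut at about 65% in these data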;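 note: yeast aged for seven days with compound at 30 °C before DHE staining; 100% = average MFI of all compound-treated wells on the plate with controls excluded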
CTSL1 counter: cathepsin L1 inhibition, PFM18AAP counter-screen. recombinant F. hepatica cathepsin L1, Z-Leu-Arg-MCA fluorescence. inhibition, % at 5.96 µM. hit rate 0.49% among 300,000;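 active = inhibition above the mean of all tested compounds plus 3 SD, set per screening campaign, cut at about 17% in these data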;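 note: 0% = plate median of test compound wells and 100% = 1 µM Z-Phe-Ala-diazomethylketone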
The depositor's hits bear a star. Hits appear at their usual frequency. Share with any hit: about 3.1%.

1	CC(C)n1c(CSCc2ccc(Cl)cc2Cl)n[nH]c1=S
2	Cc1[nH]c2ccccc2c1C(=O)C(=O)N1CCCc2ccccc21
3	Cc1ccccc1NC(=O)N1CCC(NC(=O)C2CCCCC2)CC1
4	CC(NC(=O)c1cc([N+](=O)[O-])cc([N+](=O)[O-])c1)C1CC2CCC1C2 (stereo not drawn)
5	O=C(CN1C(=O)NC2(CCCCCC2)C1=O)c1ccccc1
6	CN(C1CCS(=O)(=O)C1)S(=O)(=O)c1cccs1 (stereo not drawn)
7	COc1ccc(C)cc1S(=O)(=O)NC1CC1
8	CC(=O)Oc1ccc(/C=C2/C(=O)N(c3ccccc3)N=C2C)cc1
9	CC(=O)Nc1nnc(SCC(=O)N2CCc3ccccc32)s1
10	O=C(NNC(=S)Nc1ccccc1C(F)(F)F)C1CC1
entry no.,1,2,3,4,5,6,7,8,9,10
TPT1 inh,7,2,-3,-2,2,1,-2,-4,-6,3
EBNA-1 inh,-13,13,-9,-2,7,6,-4,13,3,-4
PP5 primary,2.5,-0.4,0.0,-1.4,2.4,-3.1,2.9,2.8,-2.6,0.2
GASC-1 inh,-40,-3,4,-4,24,-11,-5,24,11,7
HCV core dimer,6,-2,-8,2,12,-1,-3,-9,-12,0
PP1 inh,-2,-2,1,-2,1,-4,-2,3,-3,-3
ZTA DNA inh,8,9,-12,-2,6,17,-4,-25,10,10
CR mimetic SO,97,89,103,122,110,87,111,88,90,96
CTSL1 counter,-1,-1,0,-1,0,-2,7,-4,3,6

11	CSc1ccc(C(=O)N2CCC(CCC(=O)NC3CC3)CC2)cc1
12	O=[N+]([O-])c1ccccc1CN1CCN(S(=O)(=O)Cc2ccccc2)CC1
13	Cc1ccc2nc(N3CCN(C)CC3)c(C=O)c(=O)n2c1
14	COc1ccc(-c2cc(C(=O)Nc3nc4c(C)cccc4s3)c3ccccc3n2)cc1OC
15	CCCCNC(=S)Nc1ccccc1Cc1ccccc1
16	COC(=O)c1sc2nc(C)nc(SCC(=O)C(C)(C)C)c2c1C
17	COc1ccc(C(CCN2CCCC2)c2c(OC)cc(OC)c3c(-c4ccccc4)cc(=O)oc23)cc1 (stereo not drawn)
18	CCNC(=S)NCc1ccc(Cl)cc1
19	Cc1ccc(C(=O)N2CCC(C(=O)NCc3cccnc3)CC2)cc1
20	Cc1ccc(N2NC(=O)/C(=C/C=C/c3ccco3)C2=O)cc1C
entry no.,11,12,13,14,15,16,17,18,19,20
TPT1 inh,-2,1,-12,2,0,4,-4,-2,2,5
EBNA-1 inh,-5,0,2,9,-6,3,-15,-7,13,-14
PP5 primary,3.9,-0.4,-1.1,1.7,2.3,5.0,3.2,1.6,0.7,3.9
GASC-1 inh,-10,-9,-281,-10,4,21,-8,-10,3,-1
HCV core dimer,-7,-6,-4,10,-4,-2,-15,-3,2,14
PP1 inh,0,1,-3,0,5,3,8,-2,-3,1
ZTA DNA inh,2,1,4,-8,-12,10,-17,4,10,6
CR mimetic SO,82,95,96,92,95,83,109,104,99,98
CTSL1 counter,-2,5,-2,0,0,1,3,0,2,-1

21	CC(=O)Cc1nsc(Nc2cccc(C)c2)n1
22	Cc1ccc(S(=O)(=O)CCSc2nccn2C)cc1
23	O=[N+]([O-])c1cccc(-c2nnc(CNC3CC3)o2)c1
24	O=C(C1=COCCO1)N1CCN(S(=O)(=O)c2cccc(Cl)c2Cl)CC1
25	Cc1ccc(C2=C/C(=C/c3cccs3)C(=O)O2)cc1
26	COc1ccc(CCNc2ccncn2)cc1OC
27	COCCCNC(=S)N1CCCC(c2nc3cc(C)c(C)cc3[nH]2)C1 (stereo not drawn)
28	CSc1nc(-c2ccco2)nn1C(=O)Cc1ccccc1
29	COC(CNc1nc(SC)nc2sc3c(c12)CCN(C)C3)OC
30	CCOc1ccc2nc(SCC(=O)N(CCOC)c3c(N)n(Cc4ccccc4)c(=O)[nH]c3=O)[nH]c2c1
entry no.,21,22,23,24,25,26,27,28,29,30
TPT1 inh,1,0,-2,-3,8,-2,-2,-6,0,-1
EBNA-1 inh,4,6,-2,3,7,7,0,-3,0,-1
PP5 primary,2.7,-2.0,-0.7,0.7,0.1,1.9,0.1,0.1,1.4,-0.5
GASC-1 inh,10,2,22,-1,-5,1,-14,21,5,-29
HCV core dimer,5,-7,1,0,4,-2,1,-6,4,-4
PP1 inh,-4,-5,1,-3,-2,13,-3,0,-2,-1
ZTA DNA inh,-7,-15,-13,4,-6,6,12,-15,3,15
CR mimetic SO,106,102,95,105,88,87,102,87,128,93
CTSL1 counter,-4,0,0,-2,-5,0,-1,-4,6,3

Eleven structures already listed, ordered by length of the SMILES, largest number first.
14	COc1ccc(-c2cc(C(=O)Nc3nc4c(C)cccc4s3)c3ccccc3n2)cc1OC
12	O=[N+]([O-])c1ccccc1CN1CCN(S(=O)(=O)Cc2ccccc2)CC1
24	O=C(C1=COCCO1)N1CCN(S(=O)(=O)c2cccc(Cl)c2Cl)CC1
8	CC(=O)Oc1ccc(/C=C2/C(=O)N(c3ccccc3)N=C2C)cc1
20	Cc1ccc(N2NC(=O)/C(=C/C=C/c3ccco3)C2=O)cc1C
16	COC(=O)c1sc2nc(C)nc(SCC(=O)C(C)(C)C)c2c1C
3	Cc1ccccc1NC(=O)N1CCC(NC(=O)C2CCCCC2)CC1
5	O=C(CN1C(=O)NC2(CCCCCC2)C1=O)c1ccccc1
9	CC(=O)Nc1nnc(SCC(=O)N2CCc3ccccc32)s1
28	CSc1nc(-c2ccco2)nn1C(=O)Cc1ccccc1
26	COc1ccc(CCNc2ccncn2)cc1OC
entry no.,14,12,24,8,20,16,3,5,9,28,26
TPT1 inh,2,1,-3,-4,5,4,-3,2,-6,-6,-2
EBNA-1 inh,9,0,3,13,-14,3,-9,7,3,-3,7
PP5 primary,1.7,-0.4,0.7,2.8,3.9,5.0,0.0,2.4,-2.6,0.1,1.9
GASC-1 inh,-10,-9,-1,24,-1,21,4,24,11,21,1
HCV core dimer,10,-6,0,-9,14,-2,-8,12,-12,-6,-2
PP1 inh,0,1,-3,3,1,3,1,1,-3,0,13
ZTA DNA inh,-8,1,4,-25,6,10,-12,6,10,-15,6
CR mimetic SO,92,95,105,88,98,83,103,110,90,87,87
CTSL1 counter,0,5,-2,-4,-1,1,0,0,3,-4,0

Continued:
31	COc1cccc(Nc2ncc(C(=O)O)c3ccccc23)c1
32	O=C(c1cc(COc2ccc(F)cc2Cl)on1)N1CCN(C2CCCC2)CC1
33	COc1ccc(C(NC(C)=O)c2ccc3cccnc3c2O)c(OC)c1 (stereo not drawn)
34	O=C(O)/C=C/c1cn(Cc2ccccc2)nc1-c1cccnc1
35	Cc1ccccc1-c1nnn(CC(=O)Nc2ccc3c(c2)OCO3)n1
36	Cc1nc(SCc2ccc([N+](=O)[O-])cc2)nc2ccccc12
37	CCOC(=O)c1c(CN2CCCCC2)n(C)c2cc(Br)c(O)c(CN(C)C)c12
38	CCC(=O)c1ccccc1OCCCN1C(=O)NC(C)(C)C1=O
39	COc1cc(CNC2CCCCCCC2)cc(Br)c1OCC#N
40	Cc1cc(C(F)(F)F)cc(NNC(=O)NC(=O)c2ccccc2Cl)n1
entry no.,31,32,33,34,35,36,37,38,39,40
TPT1 inh,0,-3,-2,-2,-2,1,-1,3,-1,1
EBNA-1 inh,6,13,-3,9,13,-1,-5,-2,12,-5
PP5 primary,2.1,2.8,5.2,-2.6,0.1,0.5,3.3,1.1,-1.5,-0.2
GASC-1 inh,0,8,-6,2,39,-5,5,-3,-8,14
HCV core dimer,-14,-1,-5,-1,4,3,-20,-4,-5,1
PP1 inh,1,1,1,-1,-2,3,0,0,3,-4
ZTA DNA inh,-11,-3,-7,-2,-4,-2,4,9,5,5
CR mimetic SO,92,90,75,97,111,90,91,97,85,104
CTSL1 counter,2,0,2,4,-1,0,-1,-1,1,-2

3 compounds out of the list, ordered by molecular weight, falling:
33	COc1ccc(C(NC(C)=O)c2ccc3cccnc3c2O)c(OC)c1 (stereo not drawn)
35	Cc1ccccc1-c1nnn(CC(=O)Nc2ccc3c(c2)OCO3)n1
38	CCC(=O)c1ccccc1OCCCN1C(=O)NC(C)(C)C1=O
entry no.,33,35,38
TPT1 inh,-2,-2,3
EBNA-1 inh,-3,13,-2
PP5 primary,5.2,0.1,1.1
GASC-1 inh,-6,39,-3
HCV core dimer,-5,4,-4
PP1 inh,1,-2,0
ZTA DNA inh,-7,-4,9
CR mimetic SO,75,111,97
CTSL1 counter,2,-1,-1

(next part)
41	COc1ccc(NC(=O)NCCC2=CCCCC2)cc1
42	CC(=O)Nc1ccc(C(=O)NCC(=O)OCc2c(F)cccc2Cl)cc1
43	O=C(Nc1ccccc1N1CCOCC1)c1ccccc1NS(=O)(=O)c1ccc(F)cc1
44	O=S(=O)(NCc1ccccc1F)c1cccc(S(=O)(=O)N2CCOCC2)c1
45	COC(=O)NCC(c1ccc2c(c1)OCO2)N1CCN(c2ccc(OC)cc2)CC1 (stereo not drawn)
46	Cc1cc(CNC(=O)COc2ccc(F)cc2F)c2ccccc2n1
47	O=C(CNC(=O)c1cccs1)NCCN1CCN(Cc2ccccc2)CC1
48	COCCNc1oc(COc2cccc(C)c2)nc1C#N
49	O=C(N/N=C/c1ccc(OC(=O)c2ccco2)cc1)c1ccccn1
50	Cc1ccccc1OCC(=O)N/N=C1\CCOc2c(C)cccc21
entry no.,41,42,43,44,45,46,47,48,49,50
TPT1 inh,-2,-3,-7,1,1,3,-2,-1,-8,1
EBNA-1 inh,12,-8,8,-8,-3,5,-6,-1,-2,10
PP5 primary,0.6,-0.1,0.3,-0.1,-2.8,-1.0,1.9,3.2,-0.3,0.0
GASC-1 inh,-2,29,0,1,8,-2,-3,8,-13,-1
HCV core dimer,-13,-1,-3,2,-4,3,-2,-1,-2,0
PP1 inh,1,1,0,-8,-2,-3,-3,-2,-2,-1
ZTA DNA inh,-24,6,11,5,-5,12,9,-8,-15,3
CR mimetic SO,106,106,85,96,94,107,100,109,100,97
CTSL1 counter,-3,-14,3,-3,-2,-1,4,2,3,4

51	CCCCC1=NN(C(=O)c2ccncc2)C(O)(C(F)(F)F)C1 (stereo not drawn)
52	CCc1nnc(NC(=O)CSCc2cc(=O)n3nc(C)sc3n2)s1
53	COc1ccccc1OC(=O)CN1C(=O)c2ccccc2C1=O
54	COc1ccc(C(=O)Nc2nnc(-c3cccs3)s2)cc1
55	CS(=O)(=O)c1ccc(-n2nnc3ccccc32)c([N+](=O)[O-])c1
56	O=C(CSc1nc(-c2ccc(F)cc2)cs1)N1CCOCC1
57	O=C(NC(Cc1ccccc1)C(=O)O)/C(=C\c1ccc(Cl)cc1)NC(=O)c1ccccc1 (stereo not drawn)
58	Nc1c(S(=O)(=O)c2cccs2)c2nc3ccccc3nc2n1CC1CCCO1 (stereo not drawn)
59	COc1ccc(NC(=O)C2CCC(CNc3c(N4CCCCC4)c(=O)c3=O)CC2)c(OC)c1 (stereo not drawn)
60	Cn1c(SCc2n[nH]c(=S)o2)nnc1-c1ccccc1
entry no.,51,52,53,54,55,56,57,58,59,60
TPT1 inh,1,0,-1,9,-1,0,-6,3,1,2
EBNA-1 inh,-8,6,4,8,14,-1,-4,6,-9,10
PP5 primary,3.9,-0.4,-1.1,2.5,0.3,0.0,2.8,-0.8,-0.7,-0.6
GASC-1 inh,3,2,11,10,-9,1,11,-5,-6,1
HCV core dimer,-1,1,8,11,13,-4,0,3,-1,-8
PP1 inh,-3,-2,1,5,-3,-3,2,-3,-10,1
ZTA DNA inh,-26,7,5,13,15,2,-21,8,-5,5
CR mimetic SO,118,114,100,103,108,100,99,93,96,97
CTSL1 counter,1,5,-2,-2,2,-4,-3,4,-5,-2
